# ABHD5 PLIN5 PPI = inhibitors of human ABHD5-perilipin-5 interaction | Q00G26+Q8WTS1 | Split G. princeps luciferase complementation, luminescence, 4 h | inhibition, % at 4 µM | 0.78% of 360,000 active | AID 602281;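 active = inhibition above the mean inhibition across every tested compound plus 3 SD, cut at about 22% in these data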;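 note: 0% = DMSO only wells and the 100% control is not disclosed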
# SRC1 inh = human NCOA1 inhibition; HEK293 GAL4-SRC1 luciferase reporter, luminescence; inhibition, % at 3.6 µM; 0.12% of 360,000 active; AID 588354;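 active = inhibition above the campaign mean plus 3 SD, with each screening campaign given its own cutoff, cut at about 60% in these data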;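 note: 0% = DMSO treated cells and 100% = gossypol at 36 µM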
# LRH-1 inv ag = inverse agonists of human LRH-1 (NR5A2) | O00482 | HEK293T StAR-luciferase reporter, LRH-1 transfected, 24 h | inhibition, % at 3.6 µM | 0.13% of 360,000 active | AID 602396;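 active = inhibition above the mean inhibition of all tested compounds plus 3 SD, cut at about 73% in these data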;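 note: 0% = DMSO wells and 100% = reporter-only cells lacking LRH-1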
# NCOA3 inh = inhibitors of human steroid receptor coactivator 3 (SRC3). Q9Y6Q9. HEK293 GAL4-SRC3 luciferase reporter, luminescence. inhibition, % at 3.6 µM. 0.17% of 360,000 active;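 active = inhibition above a per-campaign cutoff, the mean of all compounds plus 3 SD, cut at about 60% in these data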;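 note: 0% = DMSO-treated cells and 100% = gossypol-treated cells at 36 µM; higher means less SRC3-driven luciferase light from the GAL4 reporter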
# NR2F2 inh = inhibitors of human COUP-TFII (NR2F2); HEK293T NGFI-A luciferase reporter, luminescence; AID 686940; P24468; 0.7% of 370,000 active; inhibition, % at 8.6 µM;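 active = inhibition above a per-plate cutoff, mean inhibition of test wells between control levels plus 3 SD, cut at about 38% in these data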;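 note: cells cotransfected with COUP-TFII expression vector driving the NGFI-A reporter; 0% = median of COUP-TF2 test wells and 100% = reporter-only cells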
# NOD2 RIPK2 PPI = NOD2-RIPK2 protein interaction inhibition; O43353; inhibition, % at 4.98 µM; AID 624267; 0.38% of 360,000 active; CHO BLA complementation NOD2-RIPK2, CCF4 ratio; in the data active = inhibition above about 21%;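 note: 0% = vehicle only and 100% = reference blocker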
# SRC2 inh = human SRC2 (NCOA2) inhibition; AID 651957; Q15596; 0.17% of 370,000 active; HEK293 GAL4-SRC2 luciferase reporter, luminescence; inhibition, % at 9 µM;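 active = inhibition above the mean inhibition of all tested compounds plus 3 SD, set per campaign, cut at about 52% in these data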;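 note: 0% = DMSO treated cells and 100% = cells given Gossypol at 36 µM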
# TROY signal inh = blocks TROY-dependent signaling in reporter cells. Q293 LMP1-TROYcd NF-kB luciferase reporter, 4 h. 0.98% of 360,000 active. inhibition, % at 10 µM. AID 1347056;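 active = compounds whose plate-normalised and pattern-corrected inhibition of the luciferase reporter signal at the single screening dose is 50% or more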
# Exocytosis inh = blocks lytic granule exocytosis. 0.66% of 360,000 active. TALL-104 LAMP-1 surface exposure, flow cytometry; cells stimulated with thapsigargin and PMA. AID 651702. inhibition, % at 10 µM;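 active = inhibition above about 55%, limit read from the data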
# TLR9-MyD88 inh = TLR9-MyD88 interaction inhibition | Q9NR96+Q99836 | CHO BLA complementation TLR9-MyD88, CCF4 FRET ratio | inhibition, % at 4.98 µM | 0.21% of 340,000 active | AID 504734;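 active = inhibition above the mean over all tested compounds plus 3 SD, cut at about 21% in these data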;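 note: 0% = DMSO only wells and 100% = clavulanate BLA inhibitor control wells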
# TWEAK-Fn14 inh = inhibitors of TWEAK-Fn14 interaction signaling | TWEAK-stimulated Fn14 reporter cells, luciferase luminescence, 8 h | inhibition, % at 10 µM | 2% of 360,000 active | AID 1159606; in the data active = inhibition above about 50%
# * hit, by the source's call; / = not tested or not shown. This is a subset, so the mix of outcomes need not match the whole.
SMILES,ABHD5 PLIN5 PPI,SRC1 inh,LRH-1 inv ag,NCOA3 inh,NR2F2 inh,NOD2 RIPK2 PPI,SRC2 inh,TROY signal inh,Exocytosis inh,TLR9-MyD88 inh,TWEAK-Fn14 inh
Cc1ccc(CCNC(=O)C2CCN(C(=O)N(C)C)CC2)cc1,8.2,0.9,-12.0,-6.8,-9.9,-6.0,-17.4,7.0,1.1,-1.3,-10.7
CN(C)c1ccc(/C=C/C=C2/SC(=S)N(c3ccccc3)C2=O)cc1,3.9,-66.2,-11.0,-73.2,3.9,-5.4,-14.2,-48.0,9.4,-1.2,13.2
Cc1cc(C(C)(C)C)oc1C(=O)N(CC(=O)NC1CCCC1)Cc1ccccc1Cl,-1.0,7.8,10.5,14.0,24.1,-4.8,-4.3,20.6,-2.4,-7.6,13.6
O=C1CC(c2ccc(F)cc2)CC(O)=C1C1NCCc2ccccc21 (stereo unspecified),-2.6,12.7,-23.4,13.4,1.6,-14.0,-15.2,5.2,-1.9,1.1,-5.3
O=C(NCC(c1cccs1)N1CCOCC1)c1cn(-c2ccccc2)nc1-c1ccc(F)cc1 (stereo unspecified),-4.8,-6.0,3.1,-27.6,-3.5,2.5,-13.2,-6.2,-2.4,3.0,14.1
Cc1cc(C)n(/C(=C/N(C)C)C(=O)c2ccccc2)n1,-0.2,-19.7,3.7,17.5,-12.8,-6.9,-9.5,9.6,-3.7,-6.1,49.7
Cc1cc(C)nc(SCc2ccc(F)cc2)n1,11.6,12.1,8.9,19.3,4.1,-24.7,-24.2,-7.9,-1.4,1.5,-4.5
O=C(NS(=O)(=O)c1ccccc1)c1cccc(Br)c1,1.5,-21.7,11.2,-9.7,7.0,6.8,-25.0,-6.0,-0.4,-2.3,-8.3
O=C(NNC(=S)NCC1CCCO1)c1cccc(S(=O)(=O)N2CCOCC2)c1 (stereo unspecified),-2.9,-13.2,-6.9,23.4,-22.2,-7.4,-22.9,1.9,8.6,9.3,-3.2
CCN1CCN(S(=O)(=O)c2ccc(F)c(C(=O)Nc3c(F)cc(F)cc3Br)c2)CC1,-0.7,13.4,11.4,0.2,-2.4,2.4,-42.9,5.7,7.8,-4.9,22.7
COC(=O)c1cc(=O)n(CCc2ccc(OC)c(OC)c2)c(=Nc2ccc(F)c(Cl)c2)s1,4.8,-7.0,9.7,10.7,7.0,-4.3,-9.8,8.9,-2.4,1.9,59.8*
CCSc1nnc(-c2ccccc2N)c(=O)[nH]1,1.8,-35.8,-64.3,-26.9,/,-5.2,/,-46.0,-1.9,3.0,20.2
Cc1c(CCC(=O)O)c(=O)oc2cc(OCc3ccccc3Br)ccc12,-3.5,7.8,-18.0,8.3,28.9,-6.2,37.2,33.4,6.5,2.8,23.5
Cc1ccc(NC(=O)c2ccc(-n3cccn3)c([N+](=O)[O-])c2)cc1C,-3.1,-39.3,-94.8,-16.7,-16.3,6.0,-19.7,-31.4,-0.6,-8.7,-4.0
CCC(C)NC(=O)C(NS(=O)(=O)c1cccc2nsnc12)c1ccccc1 (stereo unspecified),1.2,-3.5,10.6,4.4,-4.7,1.4,-2.4,-8.7,1.2,11.3,-11.0
CCCc1nc(SCC(=O)O)c2sc(=S)n(-c3ccccc3)c2n1,-3.1,-11.4,5.4,3.2,-3.3,-1.4,-2.0,26.7,5.8,6.4,3.8
Cc1cccc(Nc2nnc(SCC(=O)c3ccc(O)cc3O)s2)c1,-0.2,-42.7,10.7,-9.9,-3.2,-0.4,3.6,21.8,6.6,-4.6,24.6
COc1cc(-n2c(C)nc3cc(C(=O)NCc4ccco4)ccc32)cc(OC)c1OC,-3.4,-9.7,-3.8,-1.1,-11.3,-0.5,7.3,6.6,2.0,-12.8,-26.1
COc1ccc(NC(=O)CN(C)C(=O)CCCNC(=O)c2ccc(Cl)cc2)cc1,-8.8,-39.0,-14.4,-14.7,-18.1,-4.2,-45.3,-24.8,-0.7,-8.3,-17.2
CCOc1ccc(-c2cc(C)n3nc(C(N)=O)cc3n2)cc1,-2.1,-20.8,12.9,37.9,24.5,8.0,-0.1,22.9,1.6,-0.7,33.0
COC(=O)N/N=C/c1ccccc1Cl,-2.1,0.4,-24.1,-5.9,8.7,-10.4,-37.2,2.3,-1.3,-5.0,35.7
C=CCc1cccc2cc(C(=O)N(C)C)c(=O)oc12,-6.1,-8.3,-5.6,13.8,3.1,-0.3,4.4,-4.5,-6.0,-2.1,5.1
COc1ccc(N2CCN(c3nc(Cl)nc(Nc4ccc(F)cc4)n3)CC2)cc1,-5.2,-10.7,-13.9,-18.3,0.3,1.6,-12.2,-7.1,8.8,-6.8,-1.1
Oc1ccccc1N1CCN(c2nc(-c3cccs3)nc3ccccc23)CC1,1.5,-7.5,9.3,-15.6,5.4,-3.8,-1.1,-2.6,0.4,1.7,18.7
Cc1c(NCc2ccncc2)cccc1C(=O)O,-1.6,-0.3,-10.3,-5.4,7.1,-11.2,-1.7,-10.7,-2.5,0.4,5.0
COc1ccc(OCC(O)CNC2CCCC2)cc1 (stereo unspecified),-1.7,8.4,-12.1,-0.2,-11.2,1.8,-0.5,11.9,-1.6,3.3,-13.4
COC(=O)c1sc2nc(SCc3ccccc3C#N)n(N)c(=O)c2c1C,-6.1,2.8,-0.1,-0.2,-10.1,-8.5,-27.0,11.7,1.0,4.9,-5.8
CC(C)N(C)c1ncnc2c1ncn2[C@H]1CN(Cc2ccco2)C[C@@H](CO)O1,4.4,6.2,-5.7,1.3,-7.5,2.2,-12.8,5.8,-5.5,/,-15.6
CC(C)(C)C(=O)COC(=O)c1cc(-c2ccncc2)nc2ccccc12,2.9,-5.5,4.2,-4.9,-15.5,4.8,-7.4,-12.9,-0.8,1.7,12.6
COc1ccc(NC(=O)COC(=O)C23CC4CC(CC(Cl)(C4)C2)C3)c(OC)c1,-0.4,-26.4,5.0,2.5,-4.0,-0.8,-11.7,-3.3,0.5,-8.0,1.5
CCCN(CCC)S(=O)(=O)c1cccc(C(=O)Nc2ccc3c(c2)OCO3)c1,2.8,-16.2,8.3,-2.4,-4.8,-16.7,3.8,-10.5,-1.8,3.6,3.3
COc1ccc(NC(=O)CN(C)CC(=O)NC2CCCCC2C)cc1 (stereo unspecified),1.4,-1.6,-8.9,-31.1,-1.0,0.6,2.1,-14.3,-6.2,1.3,-4.6
CCOc1ccc(C(C)=O)cc1CN1C(=O)c2ccccc2S1(=O)=O,-1.9,16.7,23.4,3.9,19.7,-12.5,11.6,2.9,3.5,-1.2,-2.6
COc1ccc(NCc2nnc(SCC(=O)c3ccc(OC)cc3)n2C)cc1,14.1,-15.3,5.3,2.0,11.7,0.7,-14.4,-39.2,-4.2,-5.8,-30.6
Cc1ccc(NS(=O)(=O)c2ccc(NC(=O)c3ccc(-c4ccccc4)cc3)cc2)c(C)c1,-2.5,0.3,12.2,15.3,-15.6,-6.7,-11.0,-4.0,-1.5,-1.7,-8.6
COc1cc(C(C)=O)ccc1Oc1ncnc2c1cnn2-c1ccc(C)c(C)c1,2.2,-12.3,-12.1,3.7,18.8,-11.2,-13.6,18.6,1.0,5.0,31.5
Cc1ccc(S(=O)(=O)N2[C@@H](c3cccc(Cl)c3)C(C(=O)O)=CC[C@H]2c2cccc(Cl)c2)cc1,-1.1,-5.8,14.0,-7.7,2.3,-20.1,-6.8,33.9,7.7,-1.8,39.8
O=S1(=O)C=C(Oc2ccc(F)cc2)c2ccccc21,-0.6,2.8,1.3,-4.3,-19.0,3.9,-23.3,-11.1,-3.2,-9.1,-1.5
Cc1ccc2nc(SCc3ccccc3)c(C=O)c(=O)n2c1,8.8,1.7,-1.9,2.5,-10.4,-1.1,9.3,-24.3,-1.5,10.1,2.2
COc1ccc(-c2nn(-c3ccccc3)cc2CNC[C@H]2O[C@@H](n3cnc(C(N)=O)n3)[C@H](O)[C@@H]2O)cc1,9.5,5.3,7.6,-0.7,-7.6,0.2,-0.3,-18.4,-4.0,1.8,-31.8
O=C(c1ccc(Br)o1)N(c1ccccn1)C1CCCCC1,-3.1,-5.3,-14.4,9.8,13.0,-7.1,0.7,19.0,-3.7,-8.3,32.5
CNc1cc([N+](=O)[O-])ccc1N/C=C/C(=O)c1cccs1,2.9,-65.0,-72.7,-38.3,-12.3,0.0,-67.5,13.8,-3.6,4.5,15.0
COc1ccc(S(=O)(=O)N2CCCCC2c2cc(C(=O)NCc3cccnc3)no2)cc1 (stereo unspecified),-2.8,-1.9,6.5,-11.3,14.0,-5.2,-17.2,-11.5,-0.5,/,23.6
CN(C)c1ccc(C(=O)/C=C/c2ccc(Br)cc2)cc1,4.7,5.6,3.0,-9.2,-10.4,-10.8,3.2,-20.4,-2.0,-6.2,12.0
O=C(COC(=O)c1ccccc1Br)NCc1cccs1,-9.4,-74.6,-7.1,-1.5,-8.0,-0.5,-37.5,-35.5,2.3,-9.9,-21.6
COc1cc(CCc2ccccc2)c(C(=O)O)c(O)c1C/C=C(/C)CCC=C(C)C,-2.4,-1.0,11.8,24.0,0.0,-9.7,10.6,42.0,10.5,-5.5,43.6
O=C(CC1(O)C(=O)N(C/C=C/c2ccccc2)c2ccccc21)c1ccccn1 (stereo unspecified),-2.5,6.0,-9.3,1.9,1.3,-6.1,-8.3,2.0,10.1,1.4,-3.5
CCOC(=O)c1sc2nc3c(cc2c1N)C(=O)CC(C)(C)C3,2.1,-13.6,-2.8,-5.5,-12.8,-0.4,-10.8,-38.1,-0.5,3.5,-9.5
COc1cc(NS(=O)(=O)c2ccc(N/C=C\C(=O)c3ccc(C)cc3)cc2)nc(OC)n1,0.7,-50.1,-87.6,-39.1,-13.3,-2.0,-44.3,11.3,-0.1,0.4,-10.7
Cc1nnc(SCC(=O)N2CC(=O)Nc3ccccc32)n1Cc1ccccc1,-3.0,-2.1,4.7,16.8,10.3,0.1,-4.3,-7.5,2.6,2.7,-10.4
CCCCn1nc(C(=O)NCC(c2cccs2)N2CCOCC2)c2ccccc2c1=O (stereo unspecified),2.7,6.0,15.0,16.3,18.1,1.3,0.3,8.9,-0.2,6.9,12.7
CCc1ccc(C2NC(c3ccc(CC)cc3)C([N+](=O)[O-])C(C)(C)C2[N+](=O)[O-])cc1 (stereo unspecified),-0.7,-1.7,-5.9,2.1,20.3,6.0,15.2,-23.2,-3.0,-4.0,14.5
CC(C)CN1C(=O)c2ccc(C(=O)Nc3ccc(O)cc3C(=O)O)cc2C1=O,-0.1,-25.2,-8.1,11.6,-1.8,-3.5,-23.8,9.7,-3.3,-3.0,0.7

# Some entries already given with just TLR9-MyD88 inh, Exocytosis inh and ABHD5 PLIN5 PPI:
compound	TLR9-MyD88 inh	Exocytosis inh	ABHD5 PLIN5 PPI
CCc1ccc(C2NC(c3ccc(CC)cc3)C([N+](=O)[O-])C(C)(C)C2[N+](=O)[O-])cc1 (stereo unspecified)	-4.0	-3.0	-0.7
Cc1nnc(SCC(=O)N2CC(=O)Nc3ccccc32)n1Cc1ccccc1	2.7	2.6	-3.0
